M1 ag = human M1 muscarinic receptor agonism; P11229; CHO-K1 hM1, Fluo-8 calcium fluorescence, agonist mode; 0% DMSO, 100% acetylcholine EC100; activation, % at 3 µM; 0.33% of 360,000 active; AID 588814;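 active = activation above the run's mean compound activation plus 3 SD, cut at about 16% in these data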;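 note: peak over basal fluorescence ratio within a 140 s kinetic read after compound addition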
Target sequence (P11229 whole entry, looked up): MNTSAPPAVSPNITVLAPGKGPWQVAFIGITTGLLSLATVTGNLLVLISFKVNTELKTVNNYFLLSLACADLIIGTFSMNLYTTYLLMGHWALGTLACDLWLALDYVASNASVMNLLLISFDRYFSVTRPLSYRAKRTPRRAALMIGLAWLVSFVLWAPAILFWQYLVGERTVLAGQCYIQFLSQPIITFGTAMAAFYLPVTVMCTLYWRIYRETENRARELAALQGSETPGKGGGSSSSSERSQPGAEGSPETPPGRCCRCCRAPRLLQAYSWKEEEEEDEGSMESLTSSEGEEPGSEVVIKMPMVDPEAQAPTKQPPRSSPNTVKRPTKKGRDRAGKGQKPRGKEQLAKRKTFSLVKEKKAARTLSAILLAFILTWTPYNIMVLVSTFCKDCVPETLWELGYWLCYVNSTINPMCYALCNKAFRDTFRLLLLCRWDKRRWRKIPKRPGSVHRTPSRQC
TAAR1 ag = human TAAR1 agonism; activation, % at 3 µM; Q96RJ0; CHO RD-HGA16 TAAR1, Fluo-8 calcium fluorescence; vehicle wells 0%, saturating PEA agonist 100%; 0.99% of 360,000 active; AID 624467;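 active = activation above the mean activation of all test compounds in the run plus 3 SD, cut at about 38% in these data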
Target sequence (Q96RJ0 whole entry, looked up): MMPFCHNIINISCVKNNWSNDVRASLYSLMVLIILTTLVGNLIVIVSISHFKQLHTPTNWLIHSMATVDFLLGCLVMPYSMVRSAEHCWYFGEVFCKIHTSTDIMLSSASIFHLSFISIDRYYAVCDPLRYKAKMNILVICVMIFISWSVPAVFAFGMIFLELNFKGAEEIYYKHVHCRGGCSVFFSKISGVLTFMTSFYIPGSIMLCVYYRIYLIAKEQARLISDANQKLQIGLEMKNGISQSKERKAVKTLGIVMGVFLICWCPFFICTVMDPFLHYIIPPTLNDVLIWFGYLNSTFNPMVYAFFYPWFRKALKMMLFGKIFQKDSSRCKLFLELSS
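Benchmarks: low control DMSO, high control PEA (EC100); System: CHO RD-HGA16 cells carrying human TAAR1 plus Gα16; Detection: Fluo-8 fluorescence, 5 s baseline then 140 s kinetic read; Schedule: 17-24 h plating, Fluo-8 75 min 37 °C, 30 min RT; Read-out basis: % activation from peak over basal fluorescence ratio, DMSO-to-PEA scaled.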
TAAR1 antagonist = human TAAR1 antagonism. Q96RJ0. CHO RD-HGA16 TAAR1, Fluo-8 calcium fluorescence, antagonist. inhibition, % at 3 µM. 1.5% of 360,000 active;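 active = inhibition above a per-plate cutoff, the mean inhibition of test compounds on that plate plus 3 SD, cut at about 49% in these data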;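 note: 0% = DMSO plus EC80 beta-PEA response and 100% = DMSO alone without agonist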
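System: CHO RD-HGA16 cells bearing hTAAR1. Reagent: EC80 β-phenethylamine stimulus. Schedule: seeding 17-24 h prior, 75-min 37 °C, 30-min RT dye loading. Signal: Fluo-8 intracellular calcium dye fluorescence, real-time kinetic reads. Read-out: % inhibition from peak post-agonist over basal fluorescence ratio. Benchmarks: vehicle wells and EC80 agonist wells. Replicates: n of 1.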
CHO parental Ca = counter-screen: ATP calcium response change in parental CHO cells | AID 463079 | parental CHO-K1, ATP-induced calcium, Fluo-8 fluorescence | 0.63% of 330,000 active | inhibition, % at 5.6 µM;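 active = inhibition above that plate's mean sample inhibition plus 3 SD, cut at about 26% in these data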;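 note: 0% = ATP-challenged DMSO wells and 100% = DMSO wells without ATP; some compounds past the cut are filed as inactive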
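Test system: untransfected parental CHO cell line. Compound: one dose, 5.6 µM nominal. Detection: intracellular calcium via Fluo-8 no-wash fluorescent dye. Measure: % inhibition. Benchmarks: ATP-challenged DMSO wells low, unchallenged DMSO wells high.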
CHRM1 antagonist = blocks human M1 muscarinic receptor; 1.3% of 360,000 active; CHO-K1 hM1, Fluo-8 calcium fluorescence, ACh EC80 antagonist; AID 588852; inhibition, % at 3 µM; P11229;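 active = percent inhibition above its own plate's cutoff, namely the mean of that plate's compound wells plus 3 SD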;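 note: peak over basal fluorescence ratio during 140 s after agonist addition; 0% = ACh EC80 plus DMSO and 100% = DMSO alone without agonist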
CHO-K1 Ca PAM = M1 PAM counterscreen hit in parental CHO-K1 cells; ATP EC20, Fluo-8 calcium fluorescence; 0% at ATP EC20, 100% at ATP max; activation, % at 3 µM; 0.02% of 360,000 active; AID 602247;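 active = activation above the run cutoff, the mean activation of all test compounds plus 3 SD, cut at about 40% in these data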;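 note: peak over basal fluorescence ratio in a 140 s read after ATP addition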
CHO-K1 Ca antag = nonselective inhibitor or artifact in parental CHO-K1 cells; 0.6% of 360,000 active; inhibition, % at 3 µM; ATP-induced calcium, Fluo-8 fluorescence; AID 602250;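 active = inhibition above a per-plate cutoff, the plate's mean sample inhibition plus 3 SD, cut at about 24% in these data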;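 note: 0% = DMSO plus EC80 ATP and 100% = DMSO alone without ATP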
M1 PAM = positive allosteric modulators of human M1 muscarinic receptor; CHO-K1 hM1, Fluo-8 calcium fluorescence, ACh EC20; 0% = ACh EC20, 100% = maximal ACh; activation, % at 3 µM; 0.088% of 360,000 active; in the data active = activation above about 19%, passing the limit was not always enough
CHO-K1 Ca ag = counter-screen for M1 agonists: effect in parental CHO-K1 cells; activation, % at 3 µM; AID 602248; Fluo-8 calcium fluorescence; scaled to maximal ATP response, vehicle zero; 0.48% of 360,000 active; in the data active = activation above about 15%;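 note: untransfected CHO-K1 host cells lacking M1 receptor as counterscreen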
* hit, by the source's call; . = no result given.

no. | SMILES | M1 ag | TAAR1 ag | TAAR1 antagonist | CHO parental Ca | CHRM1 antagonist | CHO-K1 Ca PAM | CHO-K1 Ca antag | M1 PAM | CHO-K1 Ca ag
1 | CC1CN(C(=O)Nc2cccc(Cl)c2)C2(CCCCCC2)O1 (stereo not drawn) | -3 | 4 | -8 | -2 | 13 | -11 | 22 | -6 | -0.1
2 | Cc1cccc(N2CCN(C(c3ccccc3)c3nnnn3CC3CCCO3)CC2)c1C (stereo not drawn) | -7 | 7 | 3 | -20 | -28 | 24 | -16 | 6 | 0.2
3 | CCOc1ccc(NC(=O)c2ccc(-c3csc(C)n3)cc2)cc1 | -1 | 12 | 10 | -4 | -11 | 17 | -8 | -1 | 0.2
4 | O=C(CSc1nncn1-c1ccccc1)Nc1ccc(N2CCOCC2)cc1 | -1 | 4 | -12 | 0 | -35 | 18 | -8 | 3 | 0.4
5 | CC(C)[C@H](NC(=O)NC1CCCC1)C(=O)O | -4 | -1 | -2 | -1 | -6 | 11 | -2 | 6 | 0.3
6 | COc1cccc(C2(O)CCN(CC(=O)NCC3CC3)CC2)c1 | -3 | 1 | -18 | -4 | -8 | 8 | -10 | 8 | 0.8
7 | COc1ccc(C(CNC(=O)c2cccc3cccnc23)N(C)C)cc1 (stereo not drawn) | -11 | 2 | -12 | -8 | -3 | 4 | -8 | 8 | 0.5
8 | O=C(c1cccn2c(=O)c3ccc(Cl)cc3nc12)N1CCN(Cc2ccc3c(c2)OCO3)CC1 | -2 | 10 | 2 | -17 | -4 | -7 | 2 | 10 | 0.2
9 | COC(=O)C(C#N)C(c1cccnc1)c1c(C)[nH][nH]c1=O (stereo not drawn) | -2 | 3 | -1 | 6 | -2 | 17 | -19 | 4 | 0.2
10 | C=C(C)Cn1cnc2c(oc3nc4c(cc32)CCCC4)c1=O | -6 | 1 | 8 | -12 | -10 | 5 | -3 | 12 | 0.1
11 | O=C(CCc1ccc(S(=O)(=O)N2CCOCC2)cc1)N1CCc2ccccc2C1 | -6 | 2 | -9 | -15 | -6 | 18 | -19 | 2 | 2.5
12 | CC1Cc2nc(SCC(=O)NCCc3ccccc3)n(C)c(=O)c2S1 (stereo not drawn) | -3 | 11 | -18 | 0 | 0 | 4 | 0 | 4 | -0.4
13 | Cc1ccccc1C(=O)Nc1ccnn1C1CCN(C(=O)C2CCOC2)CC1 (stereo not drawn) | -2 | 2 | -19 | 0 | -5 | 7 | -5 | 6 | 1.5
14 | CC(C)C(=O)NC(c1ccccc1Cl)c1c(O)ccc2ccccc12 (stereo not drawn) | -5 | . | . | -15 | -4 | 21 | -13 | 4 | -0.2
15 | FC(F)(F)c1ccc(CN2C[C@@H]3C(c4ccccc4)C4(c5cccnc5)CC3(C4)[C@H]2c2ccccc2)cc1 (stereo partly drawn) | -11 | 2 | -9 | -20 | 6 | 21 | -11 | -13 | 3.4
16 | C[C@H]1CN([C@@H](C)CO)C(=O)CCCn2cc(nn2)CO[C@@H]1CN(C)S(=O)(=O)c1ccc2ccccc2c1 | -6 | 2 | -8 | . | -8 | 7 | 0 | 7 | -0.5
17 | COc1ccc(NC(=O)COc2cc(C)cc(C)c2)cc1S(=O)(=O)N1CCCCC1 | 0 | 3 | -28 | -20 | -21 | 6 | -7 | 2 | -0.1
18 | O=C(CCN1C(=O)COc2ccccc21)NCCN1CCOCC1 | 0 | 12 | -14 | 1 | -4 | 0 | -10 | 13 | 0.4
19 | COc1ccc(C(=O)Nc2c(C)cc(C)cc2C)cc1OC | -2 | 0 | 8 | -5 | -23 | 2 | -6 | 15 | 0.2
20 | Cc1ccc2c(c1)CCCN2CC(=O)Nc1cccc(S(=O)(=O)N2CCCC2)c1 | -8 | 17 | 9 | -20 | 32* | -16 | -3 | -17 | 0.7
21 | CCC(CC)NC(=O)c1cccc(NC(=O)C(C)C)c1 | -4 | 7 | -3 | -7 | -6 | 22 | -10 | 5 | 0.9
22 | CN1CCN(C(=O)C2CCCCC2C(=O)O)CC1 (stereo not drawn) | -1 | 0 | -9 | -5 | -16 | 9 | 10 | 5 | 0.1
23 | O=C(O)Cc1sc(N/N=C\c2ccccc2)nc1-c1ccccc1 | -4 | 2 | 18 | -12 | 1 | 15 | 3 | 5 | 2.3
24 | COc1ccc(OC)c(-c2cc(C(=O)Nc3c(C)nn(Cc4ccc(Cl)cc4)c3C)no2)c1 | -1 | 7 | -2 | -12 | 10 | 5 | 18 | 2 | -0.4
25 | CN(CC(=O)Nc1ccc(OC(F)(F)F)cc1)C(=O)c1ccccc1SCC(=O)N1CCCC1 | -3 | 13 | 9 | . | 10 | 2 | -11 | -7 | 4.3
26 | Oc1ccc(Br)cc1C=Nc1cccn2cc(-c3ccccc3)nc12 | -12 | 5 | 4 | -18 | -2 | 10 | -3 | 8 | -0.7
27 | Nc1ccn([C@@H]2O[C@H](C(=O)Nc3ccc(Oc4ccccc4)nc3)[C@@H](O)[C@H]2O)c(=O)n1 | -1 | 1 | -13 | . | -22 | -2 | -2 | 4 | 2.9
28 | NC(=O)C1CCN(C(=O)c2ccc3c(=O)n(Cc4ccco4)c(SCc4ccc([N+](=O)[O-])cc4)nc3c2)CC1 | 1 | 3 | 49* | -20 | -5 | 6 | -5 | 12 | -0.4
29 | O=C(CSc1n[nH]c(=O)n1Cc1ccco1)c1ccc(F)cc1 | -2 | 1 | -14 | -12 | -13 | 9 | -9 | 4 | 1.2
30 | COc1cccc(N2CCN(C(=O)CC(C)(C)CC3=NS(=O)(=O)c4ccccc4N3)CC2)c1 | 1 | 17 | 72* | 15 | 28 | -13 | 2 | -25 | 14
31 | COc1ccc(NC(=O)N/C=C/c2ccco2)cc1 | -4 | 5 | -3 | -1 | -7 | -8 | 8 | 9 | 0.2
32 | NC(=O)Cn1nc(-c2ccccc2)nc1-c1ccccc1 | -3 | 5 | -6 | -10 | -12 | -10 | 6 | 6 | 0.9
33 | COc1cc(N=CC2=C(O)c3ccccc3C2=O)cc(OC)c1 | 1 | 6 | -17 | -15 | -1 | 7 | 19 | 10 | 0.1
34 | COC(=O)c1ccc(NC(=O)c2c(C(=O)Nc3ccccc3)sc3nc(C)cc(=O)n23)cc1 | -7 | 3 | -14 | -6 | 2 | 5 | -11 | -7 | 0.7
35 | CNc1nc(SC)nc(N(C)C#N)n1 | -5 | 1 | -8 | -4 | -6 | 19 | -12 | 5 | 0.5
36 | Cc1ccc(NC(=O)c2ccn(C(=O)Nc3ccccc3)n2)c(C)c1 | -3 | 13 | -8 | -11 | 9 | 20 | 2 | 1 | 0.0
37 | COc1cc(CC(=O)OCC(=O)NC2CC2)cc(OC)c1OC | 0 | 8 | 1 | -10 | 0 | 20 | -6 | 7 | 0.6
38 | COc1cccc2[nH]c3c(N4CCCCC4)ncnc3c12 | -7 | 6 | 16 | -13 | 4 | 9 | -9 | -3 | 2.6
39 | COc1ccc(CCN2CC(C(=O)NCCc3ccccn3)CCC2=O)cc1 (stereo not drawn) | 2 | 1 | -3 | 5 | -2 | -20 | 6 | 2 | -0.1
40 | Cc1ccc(C(=O)O)cc1N1C(=O)CCCC1=O | -4 | -1 | -9 | -3 | -6 | 18 | -1 | 8 | 0.7
41 | Cc1ccc(-c2cc(C(F)(F)F)n3ncc(C(=O)N4CCCCC4c4cccnc4)c3n2)cc1 (stereo not drawn) | -3 | 1 | -33 | -24 | 1 | 24 | -17 | 5 | 0.3
42 | CCOc1ccccc1C(=O)Nc1cc2c(cc1N1CCCC1)n(CC)c(=O)n2CC | -3 | 1 | 44 | -24 | 2 | 2 | -5 | 2 | 2.6
43 | Cc1nc(C(F)(F)F)ccc1C(=O)N1CCC1(C)C(=O)NS(=O)(=O)c1ccc(F)cc1F (stereo not drawn) | -2 | 1 | -1 | . | 11 | -9 | 8 | -7 | -0.4
44 | CCN(C(=O)COC(=O)C(Cc1ccccc1)N1C(=O)c2ccccc2C1=O)C1CCS(=O)(=O)C1 (stereo not drawn) | -3 | -1 | -4 | -16 | -2 | 11 | -7 | 2 | 0.6
45 | CCCCN1C(=O)C(=O)NC[C@@H]1C(C)CC (stereo partly drawn) | -9 | 5 | 10 | 0 | 4 | 3 | 8 | -3 | 3.7
46 | Cc1cccc(NC(=O)c2ccc(S(=O)(=O)N3CCCCC3C)cc2)n1 (stereo not drawn) | -4 | 1 | -1 | -12 | 0 | -13 | 15 | 2 | 1.2
47 | C#CCOCCOCCOCCNc1nc(N2CCN(C(=O)[C@H](CCCCN)n3cc(CC(C)O)nn3)CC2)nc(N2CCN(C(=O)[C@H](CCCCN)n3cc(CC(C)O)nn3)CC2)n1 (stereo partly drawn) | -2 | 13 | -9 | -10 | 1 | -1 | 4 | -1 | 3.2
48 | CCCn1c(-c2ccc[nH]c2=O)nc2ccccc21 | -8 | 1 | 4 | -9 | 10 | 20 | -1 | -6 | 6.5
49 | COc1ccc(C(O)c2nc(-c3ccc4ccccc4c3)cs2)cc1 (stereo not drawn) | 1 | 22 | 38 | . | 1 | -3 | 2 | -1 | 1.3
50 | CCOC(=O)C1=C(N)N(c2ccc(C)cc2)C2=C(C(=O)CCC2)C1c1cccs1 (stereo not drawn) | -8 | 11 | -18 | -28 | -11 | 26 | -4 | 10 | 2.0
51 | CCOC(=O)C1(P(=O)(c2ccc(Cl)cc2)c2ccc(Cl)cc2)CCC1 | -6 | 4 | -6 | -20 | -14 | 29 | -12 | 11 | 1.4
52 | O=C(CN(CCc1ccccc1)C(=O)CNS(=O)(=O)c1ccccc1)NCc1ccco1 | -4 | 6 | 3 | -28 | -14 | 4 | 4 | 4 | 0.2
53 | CNC(=S)Nc1cc2oc3ccccc3c2cc1OC | -2 | 2 | 0 | . | 2 | -18 | 6 | 5 | 0.7
54 | Nc1c(-c2ccc(Cl)cc2)cnn1-c1ccccc1 | -6 | 0 | -8 | -10 | -10 | -2 | -18 | 0 | 1.1
55 | Cc1ccc2c(c1)cc(CN(Cc1ccc3c(c1)OCO3)S(=O)(=O)c1ccccc1)c1nnnn12 | -1 | 6 | -24 | -2 | -2 | 27 | -14 | 4 | 1.0
56 | COc1cc(CN2CCNC(=O)C2CC(=O)NCCC2=CCCCC2)cc(OC)c1 (stereo not drawn) | -2 | 17 | 3 | -13 | -3 | 8 | -3 | 12 | -0.3
57 | COc1ccc(N(CC(=O)Nc2nccs2)S(=O)(=O)c2c(C)nn(C)c2C)cc1 | 2 | -1 | 9 | -18 | -4 | -6 | 8 | 10 | 0.7

An excerpt from above in order of length of the SMILES, high to low.
no. | SMILES | M1 ag | TAAR1 ag | TAAR1 antagonist | CHO parental Ca | CHRM1 antagonist | CHO-K1 Ca PAM | CHO-K1 Ca antag | M1 PAM | CHO-K1 Ca ag
52 | O=C(CN(CCc1ccccc1)C(=O)CNS(=O)(=O)c1ccccc1)NCc1ccco1 | -4 | 6 | 3 | -28 | -14 | 4 | 4 | 4 | 0.2
37 | COc1cc(CC(=O)OCC(=O)NC2CC2)cc(OC)c1OC | 0 | 8 | 1 | -10 | 0 | 20 | -6 | 7 | 0.6
54 | Nc1c(-c2ccc(Cl)cc2)cnn1-c1ccccc1 | -6 | 0 | -8 | -10 | -10 | -2 | -18 | 0 | 1.1
